Screens from PubChem BioAssay.
INS-1E ATP HTS – preserves ATP levels in cytokine-treated INS-1E cells; actives 0.1% (n = 20,000); INS-1E cytokine-induced death, ATP luminescence, 48 h; normalised: neutral wells 0, positive control 100; AID 488910; protection from cytokine-induced ATP loss, % at 10 µM;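 active means mean replicate protection from cytokine-induced ATP loss at least 50% and at least 75% of replicates each reaching 50%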
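Assay system: INS-1E rat insulinoma cells. Amount: 8000 cells per well. Medium: phenol-red-free RPMI with 5% fetal bovine serum. Reagent: IL-1β, TNF-α and IFN-γ cytokine mix. Doses: one compound concentration, pin transfer. Schedule: 48 h co-treatment, 10 min post-lysis read. Detection: CellTiter-Glo luminescence measuring cellular ATP.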
T cruzi HTS – intracellular Trypanosoma cruzi inhibition | intracellular Trypanosoma cruzi in host cells, plate reader | activity score (inhibition), % at 5.01 µM | actives 4.9% (n = 22,000) | AID 651903; in the data active means activity score above about 55%;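 further: parasites and compound incubated about four days before reading; 0% = median of neutral control wells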
* = called active by the depositor; · = no result given. Some of the compounds tested, so the mix of outcomes need not match the whole.

SMILES	INS-1E ATP HTS	T cruzi HTS
C[C@H]1CN([C@@H](C)CO)C(=O)Cc2cc(NC(=O)CCC(F)(F)F)ccc2O[C@@H]1CN(C)C(=O)Nc1ccc(F)cc1	3	-5
C[C@@H]1CCCCO[C@@H](CN(C)C(=O)Nc2ccccc2)[C@@H](C)CN([C@H](C)CO)C(=O)c2cc(NC(=O)Nc3ccc4c(c3)OCO4)ccc2O1	6	1
COC(=O)CCCCCCC(=O)N/N=C/c1ccccc1OCCO	5	-9
COc1ccc(NC(=O)N(C)C[C@H]2Oc3c(NC(=O)Nc4c(C)noc4C)cccc3C(=O)N([C@@H](C)CO)C[C@@H]2C)cc1	12	-15
C[C@H]1CN([C@@H](C)CO)C(=O)c2cccc(NS(=O)(=O)c3ccc(Cl)cc3)c2O[C@H]1CN(C)Cc1ccc(Oc2ccccc2)cc1	-20	43
Cc1ccc(S(=O)(=O)Nc2ccc3c(c2)C(=O)N([C@H](C)CO)C[C@H](C)[C@H](CN(C)Cc2ccccc2)OCCCC[C@@H](C)O3)cc1	-2	-11
COc1ccc(CN(C)C[C@@H]2Oc3ccc(NC(=O)NC(C)C)cc3C(=O)N([C@H](C)CO)C[C@@H]2C)cc1	-12	-26
C[C@H](CO)N1C[C@H](C)[C@H](CN(C)C(=O)NC2CCCC2)Oc2ncc(-c3cccc(C(F)(F)F)c3)cc2C1=O	·	46
C[C@H]1CN([C@@H](C)CO)C(=O)c2cc(NC(=O)Nc3ccc(C(F)(F)F)cc3)ccc2O[C@@H]1CN(C)Cc1ccc(C(F)(F)F)cc1	·	72*
COc1ccc(S(=O)(=O)N(C)C[C@H]2Oc3ccc(NS(=O)(=O)c4c(C)noc4C)cc3C(=O)N([C@H](C)CO)C[C@@H]2C)cc1	-5	-6
COc1ccc(NC(=O)N(C)C[C@H]2Oc3c(NS(C)(=O)=O)cccc3C(=O)N([C@@H](C)CO)C[C@@H]2C)cc1	8	-25
C[C@@H]1CN([C@H](C)CO)C(=O)c2cccc(NC(=O)c3cnccn3)c2O[C@@H]1CN(C)CC1CC1	-7	-19
C[C@H]1CN([C@@H](C)CO)C(=O)c2cccc(NS(=O)(=O)c3cccs3)c2O[C@@H]1CN(C)Cc1ccc(C(=O)Nc2ccccc2N)cc1	-13	12
C[C@H](CO)N1C[C@H](C)[C@H](CN(C)S(C)(=O)=O)Oc2ccc(NC(=O)CCCCCC(=O)Nc3ccccc3N)cc2C1=O	-9	-39
COc1ccc(S(=O)(=O)Nc2ccc3c(c2)CC(=O)N([C@H](C)CO)C[C@@H](C)[C@H](CN(C)S(=O)(=O)c2cn(C)cn2)O3)cc1	10	-13
Cc1cc(C(=O)Nc2cccc3c2O[C@@H](CN(C)Cc2ccc(-c4ccccc4)cc2)[C@H](C)CN([C@H](C)CO)C3=O)n(C)n1	-19	29
Cc1ccc(S(=O)(=O)Nc2cccc3c2O[C@@H](CN(C)C)[C@@H](C)CN([C@@H](C)CO)C3=O)cc1	-6	-38
C[C@H]1CN([C@@H](C)CO)C(=O)c2cccc(NC(=O)C3CCOCC3)c2O[C@@H]1CN(C)CC1CC1	3	1
C[C@H]1CN([C@@H](C)CO)C(=O)c2cc(NC(=O)Nc3ccc4c(c3)OCO4)ccc2O[C@@H]1CN(C)C(=O)NC1CCCCC1	8	-20
COc1ccc(CN(C)C[C@H]2Oc3ccc(NC(=O)Nc4ccc(F)cc4)cc3C(=O)N([C@H](C)CO)C[C@@H]2C)cc1	-15	7
COc1ccc(S(=O)(=O)Nc2ccc3c(c2)C(=O)N([C@H](C)CO)C[C@H](C)[C@H](CN(C)C(=O)Nc2c(C)noc2C)OCCCC[C@@H](C)O3)cc1	4	-9
COc1ccc(CN(C)C[C@@H]2Oc3c(NS(=O)(=O)c4cn(C)cn4)cccc3C(=O)N([C@H](C)CO)C[C@H]2C)cc1	8	-7
COc1ccc(NC(=O)N(C)C[C@H]2Oc3ccc(NC(=O)Cc4cn(C)c5ccccc45)cc3CC(=O)N([C@@H](C)CO)C[C@@H]2C)cc1	8	-16
C[C@H]1CN([C@@H](C)CO)C(=O)c2cccc(NS(=O)(=O)c3cccs3)c2O[C@@H]1CN(C)C(=O)Nc1ccc(C(F)(F)F)cc1	5	-4
C[C@@H]1CCCCO[C@@H](CN(C)Cc2ccc(C(=O)O)cc2)[C@@H](C)CN([C@H](C)CO)C(=O)c2cc(NC(=O)Nc3ccc(C(F)(F)F)cc3)ccc2O1	3	-5
C[C@@H]1CN([C@H](C)CO)C(=O)Cc2cc(NC(=O)CCCCCC(=O)Nc3ccccc3N)ccc2O[C@H]1CN(C)CC1CCCCC1	0	-26
C[C@@H]1CN([C@H](C)CO)C(=O)Cc2cc(NS(=O)(=O)c3cccs3)ccc2O[C@H]1CN(C)Cc1ccc(C(=O)O)cc1	6	-4
C[C@@H]1CN([C@H](C)CO)C(=O)c2cc(NC(=O)C3CC3)ccc2O[C@@H]1CN(C)C(=O)Nc1ccc(C(F)(F)F)cc1	-2	4
C[C@H](CO)N1C[C@H](C)[C@H](CN(C)Cc2ccc(C(=O)Nc3ccccc3N)cc2)Oc2ccc(NS(=O)(=O)c3cccs3)cc2CC1=O	40	64*
C[C@H](CO)N1C[C@H](C)[C@H](CN(C)S(C)(=O)=O)Oc2ccc(NS(=O)(=O)c3ccc(F)cc3)cc2C1=O	·	4
COc1ccc(NC(=O)N(C)C[C@@H]2Oc3ccc(NS(=O)(=O)c4c(C)noc4C)cc3CC(=O)N([C@@H](C)CO)C[C@@H]2C)cc1	2	-3
O=C(CCCCCC(=O)Nc1ccccc1O)N/N=C/c1ccc(O)c(F)c1	7	-22
Cc1noc(C)c1NC(=O)N(C)C[C@H]1Oc2c(NS(=O)(=O)c3ccc(F)cc3)cccc2C(=O)N([C@@H](C)CO)C[C@@H]1C	5	-6
C[C@@H]1CN([C@@H](C)CO)C(=O)c2cccc(NS(=O)(=O)c3ccccc3)c2O[C@@H]1CN(C)Cc1ccc(-c2ccccc2)cc1	-72	87*
C[C@@H]1CN([C@H](C)CO)C(=O)Cc2cc(NC(=O)c3ccncc3)ccc2O[C@@H]1CN(C)Cc1ccc(Cl)c(Cl)c1	-14	22
C[C@H]1CN([C@@H](C)CO)C(=O)Cc2cc(NC(=O)Cc3ccccc3)ccc2O[C@@H]1CN(C)Cc1ccc(C(=O)O)cc1	7	-13
C[C@H]1CN([C@@H](C)CO)C(=O)c2cc(NC(=O)Nc3ccc(F)cc3)ccc2O[C@@H]1CN(C)C(=O)Nc1ccc(F)cc1	-4	-7
O=C(NO)c1cccc(C(=O)N/N=C/c2c(O)cc(O)cc2O)c1	-5	-5
C[C@H](CO)N1C[C@H](C)[C@@H](CN(C)C(=O)Nc2cccc3ccccc23)Oc2c(NS(=O)(=O)c3ccccc3)cccc2C1=O	-11	3
C[C@@H]1CN([C@H](C)CO)C(=O)Cc2cc(N(C)C)ccc2O[C@H]1CN(C)C(=O)NC1CCCCC1	13	-11
COc1ccc(/C=N/NC(=O)CCCCCC(=O)Nc2ccccc2O)cc1OC	11	-3
COc1ccc(S(=O)(=O)Nc2cccc3c2O[C@@H](CN(C)Cc2ccccc2)[C@@H](C)CN([C@@H](C)CO)C3=O)cc1	4	-7
CNC[C@@H]1Oc2ccc(NC(=O)Cc3cn(C)c4ccccc34)cc2CC(=O)N([C@@H](C)CO)C[C@@H]1C	2	-19
C[C@H]1CN([C@@H](C)CO)C(=O)Cc2cc(NC(=O)c3ccncc3)ccc2O[C@H]1CN(C)Cc1ccc(-c2ccccc2)cc1	-9	78*
C[C@H]1CN([C@@H](C)CO)C(=O)c2cc(NS(=O)(=O)c3ccc(Cl)cc3)ccc2O[C@H]1CN(C)C(=O)Nc1ccccc1	·	-18
C[C@H](CO)N1C[C@H](C)[C@H](CN(C)S(=O)(=O)c2ccc(Cl)cc2)Oc2c(NS(=O)(=O)c3cn(C)cn3)cccc2C1=O	7	-9
Cc1noc(C)c1NC(=O)N(C)C[C@@H]1Oc2ccc(N(C)C)cc2C(=O)N([C@@H](C)CO)C[C@@H]1C	2	-14
C[C@@H]1CN([C@H](C)CO)C(=O)c2cccc(NS(C)(=O)=O)c2O[C@H]1CN(C)C(=O)Nc1ccc(F)cc1	0	7
COc1ccc(NC(=O)N(C)C[C@@H]2Oc3ccc(NC(=O)Nc4ccc(C(F)(F)F)cc4)cc3C(=O)N([C@@H](C)CO)C[C@@H]2C)cc1	-1	-17
Cc1ccc(S(=O)(=O)N(C)C[C@@H]2Oc3ccc(NC(=O)Nc4c(C)noc4C)cc3C(=O)N([C@H](C)CO)C[C@H]2C)cc1	·	-7
O=C(NO)c1ccc(C(=O)N/N=C/c2ccc(O)cc2Br)cc1	12	-14
C[C@H](CO)N1C[C@H](C)[C@@H](CN(C)C)Oc2ccc(NC(=O)CCCN(C)C)cc2C1=O	3	0
COc1ccc(S(=O)(=O)Nc2ccc3c(c2)C(=O)N([C@H](C)CO)C[C@H](C)[C@H](CN(C)Cc2ccc4c(c2)OCO4)O3)cc1	-1	29
C[C@@H]1CN([C@@H](C)CO)C(=O)Cc2cc(NC(=O)C3CC3)ccc2O[C@@H]1CN(C)Cc1ccc2c(c1)OCO2	-3	-2
COc1ccc(S(=O)(=O)Nc2ccc3c(c2)C(=O)N([C@@H](C)CO)C[C@H](C)[C@@H](CN(C)C(=O)Nc2cccc4ccccc24)O3)cc1	0	-3
CC(C)NC(=O)N(C)C[C@H]1OCCCC[C@@H](C)Oc2ccc(NS(=O)(=O)c3cn(C)cn3)cc2C(=O)N([C@H](C)CO)C[C@@H]1C	11	-11
C[C@H]1CN([C@@H](C)CO)C(=O)c2cc(NC(=O)Cc3ccccc3)ccc2O[C@H]1CN(C)Cc1ccc(Cl)c(Cl)c1	-60	3
C[C@H](CO)N1C[C@H](C)[C@H](CN(C)S(=O)(=O)c2cn(C)cn2)Oc2ncc(-c3ccc(F)cc3)cc2C1=O	·	-3
C[C@@H]1CN([C@H](C)CO)C(=O)c2cccc(NC(=O)C3CC3)c2O[C@H]1CN(C)CC1CCCCC1	-3	0
C[C@@H]1CN([C@H](C)CO)C(=O)c2cccc(NC(=O)c3cnccn3)c2O[C@H]1CN(C)C(=O)Nc1ccc(C(F)(F)F)cc1	2	8

In the list so far, these have a thiophene ring, fused or not.
SMILES	INS-1E ATP HTS	T cruzi HTS
C[C@H]1CN([C@@H](C)CO)C(=O)c2cccc(NS(=O)(=O)c3cccs3)c2O[C@@H]1CN(C)Cc1ccc(C(=O)Nc2ccccc2N)cc1	-13	12
C[C@H]1CN([C@@H](C)CO)C(=O)c2cccc(NS(=O)(=O)c3cccs3)c2O[C@@H]1CN(C)C(=O)Nc1ccc(C(F)(F)F)cc1	5	-4
C[C@@H]1CN([C@H](C)CO)C(=O)Cc2cc(NS(=O)(=O)c3cccs3)ccc2O[C@H]1CN(C)Cc1ccc(C(=O)O)cc1	6	-4
C[C@H](CO)N1C[C@H](C)[C@H](CN(C)Cc2ccc(C(=O)Nc3ccccc3N)cc2)Oc2ccc(NS(=O)(=O)c3cccs3)cc2CC1=O	40	64*

(listing goes on)
SMILES	INS-1E ATP HTS	T cruzi HTS
C[C@H]1CN([C@@H](C)CO)C(=O)c2cc(N(C)C)ccc2O[C@H]1CN(C)C(=O)Nc1ccc2c(c1)OCO2	-5	6
CNC[C@H]1Oc2ccc(NC(=O)Nc3ccc(C(F)(F)F)cc3)cc2CC(=O)N([C@H](C)CO)C[C@H]1C	1	-14
COc1ccc(CN(C)C[C@H]2Oc3ccc(NC(=O)C4CCCCC4)cc3CC(=O)N([C@@H](C)CO)C[C@H]2C)cc1	2	3
C[C@@H]1CN([C@@H](C)CO)C(=O)Cc2cc(NC(=O)C3CC3)ccc2O[C@@H]1CN(C)S(=O)(=O)c1ccccc1	3	-21
C[C@@H]1CN([C@H](C)CO)C(=O)c2cccc(NS(=O)(=O)c3ccc(Cl)cc3)c2O[C@@H]1CN(C)Cc1ccc(-c2ccccc2)cc1	-24	2
C[C@H](CO)N1C[C@H](C)[C@@H](CN(C)Cc2ccc(C(=O)Nc3ccccc3N)cc2)Oc2c(NS(=O)(=O)c3ccccc3)cccc2C1=O	-4	51
C[C@@H]1CN([C@@H](C)CO)C(=O)CCCn2nncc2CO[C@H]1CN(C)Cc1ccc(-c2ccccc2)cc1	·	22
Cc1noc(C)c1NC(=O)Nc1ccc2c(c1)C(=O)N([C@@H](C)CO)C[C@H](C)[C@H](CN(C)Cc1ccc(Oc3ccccc3)cc1)O2	·	-4
C[C@@H]1CN([C@H](C)CO)C(=O)Cc2cc(NC(=O)Nc3ccc(F)cc3)ccc2O[C@H]1CN(C)CC1CC1	-3	-1

Random excerpt: 2 compounds from above.
SMILES	INS-1E ATP HTS	T cruzi HTS
CNC[C@H]1Oc2ccc(NC(=O)Nc3ccc(C(F)(F)F)cc3)cc2CC(=O)N([C@H](C)CO)C[C@H]1C	1	-14
C[C@@H]1CN([C@@H](C)CO)C(=O)Cc2cc(NC(=O)C3CC3)ccc2O[C@@H]1CN(C)S(=O)(=O)c1ccccc1	3	-21
